Assay outcomes from PubChem BioAssay.
HP1b chromo inh – HTS for Inhibitors of HP1-beta Chromodomain Interactions with Methylated Histone Tails | Chromobox protein homolog 1 (Homo sapiens), P83916 | AlphaScreen HP1-beta / biotin-H3K9me3 peptide binding | Potency, µM (highest dose often 114 µM), without a hit: top-dose activity change, negative = inhibition, hits mostly inhibitors | actives 0.56% (n = 390,000) | AID 540317, 2011; note: potency is the fitted concentration of half-maximal effect; nearly all actives have a fitted effect of over 70% in size; inactives centre near 23
Target sequence (P83916 whole entry, looked up): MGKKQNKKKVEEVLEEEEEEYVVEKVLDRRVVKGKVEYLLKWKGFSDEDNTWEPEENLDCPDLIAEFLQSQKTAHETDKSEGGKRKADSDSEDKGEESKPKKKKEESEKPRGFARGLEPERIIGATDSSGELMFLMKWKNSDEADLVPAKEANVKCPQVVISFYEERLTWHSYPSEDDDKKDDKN
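AlphaScreen: HP1-beta (50 nM) preformed 30 min with biotin-H3(1-18)K9me3 peptide (50 nM) in PBS pH 7.4, 0.01% Tween-20. Compound added for 30 min at RT, then streptavidin donor/nickel chelate acceptor beads (10 ug/mL) for 30 min.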
BAZ2B inh – qHTS Assay for Inhibitors of BAZ2B | AlphaScreen BAZ2B-H3K14Ac peptide displacement | Potency, µM (series often up to 114 µM), for the others: top-dose activity change, negative = inhibition, most hits filed as inhibitors | actives 4.4% (n = 360,000); note: potency is the fitted concentration of half-maximal effect; % is set by controls: 0 for no effect and ±100 for the full control effect; nearly all actives have a fitted effect of over 60% in size
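Complex of BAZ2B and biotin-H3K14Ac (50 nM apiece) forms over 30 min at RT, then faces library compounds up to 110 uM for another 30 min; AlphaScreen beads added, 20 min dark incubation, luminescence read.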
G9a inh – qHTS Assay for Inhibitors of Histone Lysine Methyltransferase G9a | Histone-lysine N-methyltransferase EHMT2 (Homo sapiens), Q96KQ7 | G9a H3K9 monomethylation, AlphaScreen, 2 h | Potency, µM (highest dose often 102 µM), inactives show at the top dose activity, negative = inhibition, most hits filed as inhibitors | actives 8.8% (n = 350,000); note: potency is the fitted concentration of half-maximal effect; % is set by controls: 0 for no effect and ±100 for the full control effect; nearly all actives have a fitted effect of over 75% in size
Target sequence (Q96KQ7 913-1193 limits assumed): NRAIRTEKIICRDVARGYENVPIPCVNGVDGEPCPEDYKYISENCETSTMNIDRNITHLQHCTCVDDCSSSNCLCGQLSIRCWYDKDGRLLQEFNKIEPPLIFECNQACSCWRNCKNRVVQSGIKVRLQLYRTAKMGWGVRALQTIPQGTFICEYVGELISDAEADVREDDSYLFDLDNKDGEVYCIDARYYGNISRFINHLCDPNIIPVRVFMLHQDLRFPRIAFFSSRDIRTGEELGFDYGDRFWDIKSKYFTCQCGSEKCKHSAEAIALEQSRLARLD
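Enzyme 20 nM + cpd, 15 min RT; add b-H3K9 pep 500 nM / SAM 20 uM; 2 h RT; anti-H3K9me1 Ab 0.5 ug/mL + SA donor / anti-rabbit acceptor beads 20 ug/mL each, 10 min; AlphaScreen read.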
GLS inhibitor – qHTS for Inhibitors of Glutaminase (GLS); GLS enzymatic activity, qHTS titration; Potency, µM (series often up to 45.5 µM), without a hit: top-dose activity change, negative = inhibition, usual class: inhibitors; actives 0.21% (n = 410,000); note: potency is the fitted concentration of half-maximal effect; % is set by controls: 0 for no effect and ±100 for the full control effect
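Human kidney-isoform GLS in 45 mM KH2PO4 pH 8.2, 0.02% Tween-20, with compound, started with 1mM L-Glutamine (added stock). Glutamate oxidase/HRP/Amplex red coupled fluorescence read at start and after 30 min at RT.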
JMJD2A Tudor inh – qHTS Assay for Inhibitors of JMJD2A-Tudor Domain; Lysine-specific demethylase 4A (Homo sapiens), O75164; AlphaScreen JMJD2A-Tudor / H3K4me3 peptide binding; Potency, µM (highest dose often 114 µM), without a hit: top-dose activity change, negative = inhibition, hits mostly inhibitors; actives 4.4% (n = 390,000); note: potency is the fitted concentration of half-maximal effect; % is set by controls: 0 for no effect and ±100 for the full control effect; nearly all actives have a fitted effect of over 50% in size
ERG-DNA inh – qHTS for Small Molecule Inhibitors of the ERG Ets/DNA interaction. actives 0.028% (n = 370,000). Potency, µM (titrated, usually from 76.9 µM), for inactives: at the top dose FP activity, negative = inhibition, actives largely listed as inhibitors. fluorescence polarization, His-ERG Ets domain / labelled DNA; active = well fitted inhibition curve with a large enough effect in the polarisation, with a control signal flat; inconclusive = small, poorly fitted or top-dose-only effect, or effect the other way, or a change in a side signal; inactive = no such curve, though single readings can be large or run the other way; the % refers to the polarisation;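 note: polarization taken with two DNA probes labelled with fluorescein and Texas red; potency is the fitted concentration of half-maximal effect; % of control where 0% means no effect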
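His-tagged ERG Ets domain (1 uM in the protein solution; 300mM KCl, 50mM Tris-HCl, 1mM EDTA, 1mM DTT, pH 7.5) received compound, then a probe mix of 5 nM fluorescein-DNA and 100nM Texas-615-DNA. Fluorescence polarization was read for both dyes.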
ALOX12 inh – Primary qHTS assay for inhibitors of human arachidonate 12S-lipoxygenase (ALOX12): Round 2; purified 12hLO, xylenol orange hydroperoxide absorbance; Potency, µM (top dose mostly 108 µM), without a hit: top-dose activity change, negative = inhibition, usual class: inhibitors; actives 1.1% (n = 580,000); AID 1671190, 2021; note: potency is the fitted concentration of half-maximal effect; % is set by controls: 0 for no effect and ±100 for the full control effect
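Purified human 12hLO (150 nM final) in 25 mM Hepes, 0.01% Triton X-100, pH 7.0 was preincubated 15 min at room temperature with compound. Then 40 uM arachidonic acid was added, 30 min. Hydroperoxide was read by Fe-XO absorbance ratio 573/405 nm.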
PI4K2A block – qHTS for small molecular inhibitors of PI4K2A | activity change, negative = inhibition, % at 76.9 µM | actives 0.13% (n = 420,000) | AID 1346378, 2018 | purified PI4K2A, ADP-Glo luminescence, 1 h; stronger effect = lower value | Phosphatidylinositol 4-kinase type 2-alpha (Homo sapiens), Q9BTU6; in the data active = activity change below about -50%; inconclusive = mostly about -30% to -49%;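 note: -100% = wells without enzyme as full effect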
Target sequence (Q9BTU6 whole entry, looked up): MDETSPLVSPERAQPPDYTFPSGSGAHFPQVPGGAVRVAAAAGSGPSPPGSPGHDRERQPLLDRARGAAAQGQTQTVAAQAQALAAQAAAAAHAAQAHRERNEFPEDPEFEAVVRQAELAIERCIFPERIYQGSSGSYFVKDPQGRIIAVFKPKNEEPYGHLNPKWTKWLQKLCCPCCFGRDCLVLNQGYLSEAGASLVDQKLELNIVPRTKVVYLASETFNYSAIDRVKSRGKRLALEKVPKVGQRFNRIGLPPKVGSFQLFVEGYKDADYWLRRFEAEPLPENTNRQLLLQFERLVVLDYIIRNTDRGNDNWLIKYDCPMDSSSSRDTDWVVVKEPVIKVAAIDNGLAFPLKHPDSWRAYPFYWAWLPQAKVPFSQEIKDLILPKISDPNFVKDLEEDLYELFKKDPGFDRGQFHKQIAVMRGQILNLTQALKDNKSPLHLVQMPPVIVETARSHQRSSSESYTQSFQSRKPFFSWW
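In this quantitative HTS, ADP production by PI4K2A was quantified luminescently after 1 h at ambient temperature; 100 microM adenosine served as plate-quality control.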
RGS4 inh – Inhibitors of Regulator of G Protein Signaling (RGS) 4: qHTS; Transcreener GDP fluorescence polarization, RGS4-accelerated GTP hydrolysis; Potency, µM (titrated, usually from 114 µM), without a hit: at the top dose activity change, negative = inhibition, most hits filed as inhibitors; AID 504845, 2011; Regulator of G-protein signaling 4 (Homo sapiens), P49798; actives 0.039% (n = 390,000); note: potency is the fitted concentration of half-maximal effect; % is set by controls: 0 for no effect and ±100 for the full control effect; nearly all actives have a fitted effect of over 75% in size; some results filed as inactive show a strong effect at the top dose
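MLSMR compounds (23 nl, pin-transferred) preincubated 10 min at room temperature with a 500nM (2x) first reagent, then RGS4 at 900nM (2x) plus Transcreener GDP mix added; fluorescence polarization (620/688 nm) read before and after 90 min at 30 °C.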
Active calls of the source: *; ? = inconclusive; / = not tested or not shown; & = joins results of further samples; [ ] = dose if it differs, or a comment. Unless noted, calls come from the whole dose curve; as a rule, active = well fitted curve in the direction sought with a large enough effect; inconclusive = small, poorly fitted or top-dose-only effect, or another doubt; inactive = no such curve, though single readings can be large; an effect the other way counts as inactive or inconclusive. These rows are one share of the data, so the mix of outcomes need not match the whole.

SMILES	HP1b chromo inh	BAZ2B inh	G9a inh	GLS inhibitor	JMJD2A Tudor inh	ERG-DNA inh	ALOX12 inh	PI4K2A block	RGS4 inh
O=C1N[C@@H](Cc2ccccc2)COC(=O)[C@H](Cc2ccc(F)cc2)C/C=C\C[C@@H]1CC(=O)N(CCO)Cc1ccccc1	25%	/	/	0%	-25%	-7%	?	-1	14%
O=C(COc1ccc(F)cc1)NCCc1nc2ccccc2[nH]1	10%	-11%	13%[59 µM]	-1%	-18%&-14%	-3%	-9%	-7	-6%
CCCc1nc2c(s1)CCc1onc(-c3cccc([N+](=O)[O-])c3)c1-2	5%	-36%	1%[2.33 µM]	5%	-32%	2%	14%	-1	-23%
Cc1nc(=S)c2ccccc2[nH]1	64%[activator]	3%	?	-1%	-13%	4%	?	1	-7%
Cc1ccc(S(=O)(=O)NC2=NCN(C(C)C)CN2)cc1	18%	2%	20%	10%	1%	3%	-9%	8	2%
CCS(=O)(=O)N1CCC(NC(=O)c2cc(OC)cc(OC)c2)CC1	24%	-3%	16%	-4%	-12%	/	-1%	1	-2%
CC(C)(C)c1ccc(C(=O)NCC(c2cccs2)S(=O)(=O)c2cccs2)cc1 (configuration not stated)	19%[57 µM]	3%	-1%[59 µM]	1%	-13%	2%	-24%	-2	2%
CCOc1ccc(CCNC(=O)C(C)n2nc(C)c3c(C)n(-c4ccccc4)nc3c2=O)cc1 (configuration not stated)	72%[activator]	-19%	49%	-7%	-6%	1%	0%	13	-24%[11.4 µM]
Cc1cccc(NC(=O)Cn2c(O)c(N=NC(N)=S)c3ccccc32)c1	?	-8%	-15%[59 µM]	0%	-16%	-7%	-18%	6	-33%
COC(=O)c1sc(N/N=C/c2ccc(C(C)C)cc2)nc1C	43%[activator]	0%	91%[activator]	-13%	-21%	5%	-12%	1	-14%
CCOC(=O)C1CCN(C(=O)Nc2c(-c3ccccc3)noc2C)CC1	33%	-2%	19%[59 µM]	-6%	3%	4%	150%[activator]	-1	-31%
COc1cc2[nH]c(=O)n(CCCC(=O)NCc3ccccc3Cl)c(=O)c2cc1OC	17%	1%	?	0%	-2%	0%	-27%	-2	-20%
CC(C)N1CCN(c2ccc(OC[C@H]3CO[C@](Cn4cncn4)(c4ccc(Cl)cc4Cl)O3)cc2)CC1	?	3%	?	35%[activator]	?	-7%	13%	-10	28%
O=C(COC(=O)Cn1nnc2ccccc21)Nc1ccccc1Br	11%	14%	-17%[59 µM]	-12%	?	-4%	-15%	0	-28%
CN(C(=O)COC(=O)c1cc(S(=O)(=O)N2CCOCC2)ccc1F)C1CCS(=O)(=O)C1 (configuration not stated)	14%	12%	-3%	-4%	-1%	?	21%	-2	-19%
CC(=O)Oc1ccc(/C=N/NC(=O)c2ccc(N(C)S(=O)(=O)c3ccccc3)cc2)cc1	27%	0%	4%	-4%	-6%	3%	-4%	1	-5%
CCOc1cc(C(=O)Nc2ccc(-c3nc4ncccc4o3)cc2C)cc(OCC)c1OCC	6%	-15%	0%[59 µM]	-1%	-16%	2%	?	-1	-27%
COc1cc2c(cc1NC(=O)CCC(=O)O)oc1ccccc12	25%	10%	/	0%	-1%	-2%	-24%	44	8%
Cc1cccc(N2CC(C(=O)Nc3nccs3)CC2=O)c1C (configuration not stated)	23%	-5%	13%	6%	-6%	1%	-8%	-4	-13%
O=c1[nH]c(/C=C/c2ccccc2F)nc2ccccc12	59%[activator]	-5%	/	-23%	-28%	-6%	0%	-2	-39%
c1cnc2ccc(C(c3nnnn3C3CCCC3)N3CCSCC3)cc2c1 (configuration not stated)	15%	-1%	?	-20%	-13%	-10%	57%[activator]	7	27%
O=C(CN1CCOCC1)NCc1ccccc1	49%[activator]	11%	?	-9%	-3%	4%	-8%	2	-7%
Cc1nc(N)sc1C(=O)N1N=N1	6%	-14%	8.9µM*	-11%	?	5%	?	-4	-5%
O=C(CSc1cccc(C(F)(F)F)c1)NC(=O)NCc1ccco1	-1%	50µM*	11%[59 µM]	15%	79µM*	/	?	-7	-5%
CCc1nnc(SCC(=O)Nc2ccc(N3CCOCC3)cc2)n1C	9%[57 µM]	-14%	-78%	0%	-17%	14%	?	-4	11%
Cn1c(=O)c2c(nc(NCCCN3CCOCC3)n2Cc2ccc(Cl)cc2)n(C)c1=O	19%	-31%	-5%	0%	-14%	-11%	-8%&-37%	-1	17%
NS(=O)(=O)c1ccc(CCNC(=O)CC(c2ccccc2)c2ccccc2)cc1	22%	8%	-6%	2%	-24%	-5%	2%	-3	5%
COC(=O)c1cc(COC(=O)CNC(=O)c2ccc(Br)cc2)oc1C	16%	/	/	0%	-8%	-5%	-9%	-2	15%
O=C(COC(=O)c1ccc(O)cc1)Nc1ncc(Cl)cc1Cl	27%	79µM*	?	-1%	-8%	12%	?	-1	-13%
O=C(/C=C/c1ccc(Cl)cc1Cl)Nc1cccc(S(=O)(=O)NC2=NCCC2)c1	?	/	-2%	-16%	?	19%	0%	1	-109%[56.9 µM]
Cc1ccc(S(=O)(=O)N(C)c2ccc(OCC(=O)NCC3(N(C)C)CCCCC3)cc2)cc1	19%	-23%	?	0%	-20%	-9%	1%	1	-2%
c1ccc(-c2nnc3sc(-c4csc5c4CCCC5)nn23)cc1	?	14%	5µM*	-16%	?	7%	?	2	?
Cc1c(CC(=O)NCCCC(=O)O)c(=O)oc2cc3c(cc12)CCC(C)(C)O3	7%	0%	-7%	56%[activator]	?	-15%	?	3	-54%[56.9 µM]
CCCC(=O)Nc1cc(OC)c(OC)cc1C(=O)O	31%	2%	5%[59 µM]	1%	5%	-2%	0%	4	-24%
CCc1cccc(Nc2c3c(nc4ncnn24)CCC3)c1	42%[activator]	6%	17%	5%	-7%	-11%	3%	3	-2%
O=C(C1CCCO1)N1CCN(S(=O)(=O)c2cc(F)ccc2F)CC1 (configuration not stated)	21%	-11%	27%	-14%	-3%	5%	13%	-2	-5%

Reprinted at random: 2 compounds from above
SMILES	HP1b chromo inh	BAZ2B inh	G9a inh	GLS inhibitor	JMJD2A Tudor inh	ERG-DNA inh	ALOX12 inh	PI4K2A block	RGS4 inh
CCc1cccc(Nc2c3c(nc4ncnn24)CCC3)c1	42%[activator]	6%	17%	5%	-7%	-11%	3%	3	-2%
O=C(C1CCCO1)N1CCN(S(=O)(=O)c2cc(F)ccc2F)CC1 (configuration not stated)	21%	-11%	27%	-14%	-3%	5%	13%	-2	-5%

(next part)
SMILES	HP1b chromo inh	BAZ2B inh	G9a inh	GLS inhibitor	JMJD2A Tudor inh	ERG-DNA inh	ALOX12 inh	PI4K2A block	RGS4 inh
Cc1[nH]n(-c2ccccc2)c(=S)c1C=Nc1cccc([N+](=O)[O-])c1	-72%	22µM*	/	45%[activator]	2.5µM*	1%	?	-16	-193%
COc1ccc(C(=O)NN)cc1	34%	-2%	/	0%	-1%	15%	7%	0	1%
CCc1nc(SCc2ccc(OCC(C)C)cc2)n[nH]1	62%[activator]	?	16%	-1%	-3%	-7%	21%	-6	4%
CCNC(=O)CN(c1ccc(C)cc1)S(=O)(=O)c1ccccc1	26%	-5%	-1%	-2%	3%	0%	0%	0	10%
CCOc1cc2[nH]c(=S)n(CC3CCCO3)c(=O)c2cc1OCC (configuration not stated)	16%	0%	?	-11%	?	2%	-10%	-6	-16%
COc1ccc(CCNC(=O)C2CCN(c3ccc(N4CCOCC4)nn3)CC2)c(OC)c1	36%	-4%	-5%	0%	-10%	8%	3%	4	-10%
COc1ccccc1CNC(=O)CCC(=O)Nc1nnc(C(C)C)s1	12%	-5%	-11%	2%	-26%	0%	-5%	3	28%
Cc1cc(=O)oc2cc(NC(=O)C3CC(=O)N(Cc4ccccc4)C3)ccc12 (configuration not stated)	41%[activator]	-10%	16%	-1%	-10%	0%	-22%	7	16%
CCOC(=O)N/N=C\c1ccc(-c2cc(Cl)ccc2Cl)o1	59%	-24%	-8%	-2%	-8%	16%	-1%	2	-8%
CCOC(=O)Cn1c(=O)n(-c2ccccc2OC)c2nc(-c3ccccc3)nc(C(N)=O)c21	16%[57 µM]	-23%	2%[59 µM]	2%	-23%	1%	?	-4	-17%
CC(Nc1oc(-c2ccc(COc3ccc(Cl)cc3)o2)nc1C#N)c1ccccc1 (configuration not stated)	28%	-24%	-3%[59 µM]	-6%	-4%	5%	-14%	1	-3%
OC(COc1ccc2c(c1)OCO2)CN1CCN(c2ccccc2)CC1 (configuration not stated)	2%	-38%	50µM*	17%	?	-11%	-23%	-3	9%
CCN=c1scc(-c2cccs2)n1/N=C/c1cc(OC)ccc1O	14µM*	13µM*	?	6%	40µM*	9%	-14%	-4	-22%
Cc1ccc(Cl)cc1NS(=O)(=O)Cc1ccccc1	35%	2%	17%	5%	4%	9%	14%	-11	-5%
O=C(O)c1ccc(Cn2nnc3sc4c(c3c2=O)CCCC4)cc1	6%	79µM*	50µM*	2%	-16%	0%	-13%	-2	18%
